From PubChem BioAssay
RNase H inhibition – RNase H inhibition, HIV 1 Gag Pol polyprotein, FRET biochemical assay, screening (AID 372); 100,000 tested, 0.77% active; HIV-1 RT RNase H, FRET RNA/DNA substrate fluorescence; higher % means a stronger effect; inhibition, % at 10 µM, or IC50 in µM where a hit was titrated; in the data active means inhibition above about 50%
Numbers without * were called inactive. Not all compounds are listed; rates above refer to the full screens.

1) CCN(C(=O)c1cccc([N+](=O)[O-])c1)c1c(C)n(C)n(-c2ccccc2)c1=O
  RNase H inhibition = 0%
2) CCOc1ccc(S(=O)(=O)N(CC(=O)Nc2ccc(Cl)cc2)c2ccc(C)cc2)cc1
  RNase H inhibition = 8%
3) CCOC(=O)COc1ccccc1/C=C1\SC(N)=NC1=O
  RNase H inhibition = 0%
4) COc1cccc(-n2sc3c(c2=S)-c2cc(Cl)ccc2NC3(C)C)c1
  RNase H inhibition = 11%
5) Cc1cc[n+](C(C)C(=O)c2ccc(Cl)cc2)cc1 (stereo unspecified)
  RNase H inhibition = 0%
6) O=C(Nc1ccc(Cl)c(Cl)c1)[C@@H]1C[C@@H]1c1ccccc1
  RNase H inhibition = 11%
7) Ic1ccc(-c2nc(-c3ccccc3)no2)cc1
  RNase H inhibition = 8%
8) COc1cccc(CN2CCN(Cc3cccc(Br)c3)CC2)c1OC
  RNase H inhibition = 12%
9) COc1ccc(OC)c(/C=C/C(=O)Oc2cc(C)cc(C)c2)c1
  RNase H inhibition = 9%
10) COC(=O)C1=C(C)NC(C)=C(C(=O)OC)C1c1cn(-c2ccccc2)nc1-c1ccc(S(=O)(=O)N(C)C)cc1
  RNase H inhibition = 6%
11) CCC(=NCc1ccccc1)c1c(C(F)(F)F)[nH]n(-c2nc3ccccc3s2)c1=O
  RNase H inhibition = 13%
12) COc1ccc(OC)c(-n2c(O)cnc2Nc2nc(C)cc(C)n2)c1
  RNase H inhibition = 2%
13) O=C(Oc1ccccc1)C(Cc1ccc([N+](=O)[O-])cc1)N1C(=O)c2ccccc2C1=O (stereo unspecified)
  RNase H inhibition = 6%
14) CC(=O)Nc1sc(C(=O)OC(C)C)c(C)c1C(N)=O
  RNase H inhibition = 7%
15) CCOc1cc(/C=C/C(=O)O)cc(I)c1OC
  RNase H inhibition = 5%

16) O=C(N/N=C/c1ccc2c(c1)OCO2)c1ccc(CO)nc1
  RNase H inhibition = 4%
17) CCOc1ccc(C(NC(=O)Cc2cc(OC)c(OC)cc2Br)c2ccc(OC)cc2)cc1 (stereo unspecified)
  RNase H inhibition = 0%
18) Cc1ccc(Oc2ccc(-c3nc(N)nc(N)n3)cc2)cc1
  RNase H inhibition = 12%
19) CCC(=O)Nc1ccc(NC(=O)COc2ccccc2C)cc1
  RNase H inhibition = 4%
20) CCCC(=O)Nc1ccc(N2CCOCC2)cc1
  RNase H inhibition = 3%
21) COC(=O)c1n[nH]c(=O)c2ccccc12
  RNase H inhibition = 0%
22) O=C1CCC([N+](=O)[O-])C(c2ccc(-c3ccccc3)cc2)N1 (stereo unspecified)
  RNase H inhibition = 7%
23) O=C(NC1CC1)c1ccc(Cl)c([N+](=O)[O-])c1
  RNase H inhibition = 2%
24) CCSc1nc(N)c2c3c(sc2n1)COC(C)(CC)C3 (stereo unspecified)
  RNase H inhibition = 5%
25) CCOc1ccc(C(=O)Nc2ccccc2OC)cc1Br
  RNase H inhibition = 1%
26) C/C(=N/O)C(O)C12CC3CC(CC(C3)C1)C2 (stereo unspecified)
  RNase H inhibition = 18%
27) Cc1ccc([N+](=O)[O-])cc1NC(=O)COc1ccccc1Cl
  RNase H inhibition = 11%
28) O=C1CCCC2=C1C(c1cc3c(cc1[N+](=O)[O-])OCO3)Nc1ccccc1N2 (stereo unspecified)
  RNase H inhibition = 12%
29) Cc1ccc2nc(-c3ccc(N4C(=O)C5C6c7ccccc7C(c7ccccc76)C5C4=O)cc3)sc2c1 (stereo unspecified)
  RNase H inhibition = 5%
30) CN1CCN(c2ccc([N+](=O)[O-])cc2/C=N/NC(=O)c2cccc([N+](=O)[O-])c2)CC1
  RNase H inhibition = 10%

31) C=CCN1C(=O)/C(=C/c2cn(Cc3ccc(Cl)cc3)c3ccccc23)SC1=S
  RNase H inhibition = 39%
32) O=C(/C=C/c1ccc2c(c1)OCO2)n1cnc2ccccc21
  RNase H inhibition = 45%
33) O=C(COc1cccc2ccccc12)NNC(=O)Cc1ccc(Cl)cc1
  RNase H inhibition = 5%
34) COC(=O)COc1ccc2ccc(=O)oc2c1
  RNase H inhibition = 0%
35) COC(=O)COc1ccc(/C=C2\C(=O)NC(=O)N(c3ccc(Cl)cc3)C2=O)cc1OC
  RNase H inhibition = 4%
36) COc1ccc(N(CC(=O)Nc2ccccc2)S(C)(=O)=O)c(OC)c1
  RNase H inhibition = 0%
37) C=CCOc1ccccc1/C=N/NC(=O)c1cccc(I)c1
  RNase H inhibition = 10%
38) C=CCc1cccc2cc(C(=O)Nc3ccc(C)cc3)c(=O)oc12
  RNase H inhibition = 22%
39) CCOC(=O)c1c(NC(C)=O)sc2c1CCC/C2=N/OC(=O)c1ccccc1
  RNase H inhibition = 22%
40) CCOC(=O)c1c(NC(=O)CCN2C(=O)c3ccccc3C2=O)sc(C(C)=O)c1C
  RNase H inhibition = 4%
41) CC(=Nc1ccc(F)cc1)c1c(O)n(Cc2ccccc2)c(=O)[nH]c1=O
  RNase H inhibition = 24%
42) CC12CN3CC(C)(CN(C1)C31C(=O)N(Cc3ccccc3)c3ccccc31)C2=O (stereo unspecified)
  RNase H inhibition = 0%
43) CC1CCN(c2ccc(C(=O)c3ccc(F)cc3)cc2)CC1
  RNase H inhibition = 12%
44) O=C(Nc1cc(Cl)c(Cl)cc1Cl)c1ccccc1Br
  RNase H inhibition = 8%
45) CCNC(=O)CN(c1cccc(Cl)c1)S(=O)(=O)c1ccccc1
  RNase H inhibition = 4%

46) CCOc1ccc(/C=N/NC(=O)Cc2ccccc2)cc1
  RNase H inhibition = 10%
47) CN1CCC(=NNC(=O)C(=O)NCCc2ccccc2)CC1
  RNase H inhibition = 3%
48) COc1cc([N+](=O)[O-])ccc1N1C(=O)C2C(c3ccccc3Cl)OC3(C(=O)c4ccccc4C3=O)C2C1=O (stereo unspecified)
  RNase H inhibition = 12%
49) C/C(=N\Nc1nc(-c2ccc(Br)cc2)cs1)c1cccc([N+](=O)[O-])c1
  RNase H inhibition = 18%
50) COc1ccc(/C=N/NC(=O)C(=O)NCc2ccccn2)cc1
  RNase H inhibition = 12%
51) COc1ccc(C2Nc3ccccc3C(=O)N2c2ccccc2)cc1COc1ccc(NC(C)=O)cc1 (stereo unspecified)
  RNase H inhibition = 18%
52) O=C(NC(=S)Nc1ccc(F)cc1)c1cc(I)ccc1Cl
  RNase H inhibition = 9%
53) Cc1ccc(S(=O)(=O)N(CC(=O)Nc2cc(Cl)ccc2C)c2ccccc2)cc1
  RNase H inhibition = 14%
54) CCc1ccccc1NC(=O)CN(c1ccc(Br)cc1)S(=O)(=O)c1ccccc1
  RNase H inhibition = 8%
55) COc1cc(C)ccc1OCCOCCOc1ccc(F)cc1
  RNase H inhibition = 8%
56) Cc1cccc(OCCOc2ccc(/C=C3/C(=N)N4N=C(c5ccccc5)SC4=NC3=O)cc2)c1
  RNase H inhibition = 3%
57) COc1ccc(C2/C(=C(\O)c3ccccc3)C(=O)C(=O)N2CCO)cc1OC (stereo unspecified)
  RNase H inhibition = 0%
58) O=[N+]([O-])c1ccccc1/C=N/Nc1nc2ccccc2s1
  RNase H inhibition = 0%
59) CS(=O)(=O)Oc1ccc2c(-c3ccccc3)cc(=O)oc2c1
  RNase H inhibition = 7%
60) CC(=O)Nc1ccc(N2C(=O)c3ccc(C(=O)c4cccc([N+](=O)[O-])c4)cc3C2=O)cc1
  RNase H inhibition = 15%

61) COc1cc(NC(=O)c2cc3nc(-c4ccc5c(c4)OCO5)cc(C(F)(F)F)n3n2)c(OC)cc1Cl
  RNase H inhibition = 11%
62) CCOC(=O)c1sc(NC(=O)/C=C/c2cccc([N+](=O)[O-])c2)c(C(=O)OCC)c1C
  RNase H inhibition = 6%
63) COc1cc(C=C(C#N)C#N)c([N+](=O)[O-])cc1OC
  RNase H inhibition = 5%
64) Cc1ccc2nc(/C(C#N)=C/c3ccc(O)c([N+](=O)[O-])c3)[nH]c2c1
  RNase H inhibition = 0%
65) O=C(NC(=S)Nc1cc(-c2nc3ccccc3o2)ccc1Cl)c1cccc(Br)c1
  RNase H inhibition = 46%
66) CC(C)(C)c1cc(CCCC#N)cc(C(C)(C)C)c1O
  RNase H inhibition = 3%
67) COc1ccc(NC(=O)C2C3CCC(C3)C2C(=O)O)cc1OC (stereo unspecified)
  RNase H inhibition = 2%
68) CN(C)CCCNC(=O)CCc1ccccc1
  RNase H inhibition = 8%
69) Cc1ccc(/C=C2/SC(=S)N(CCC(=O)Nc3ccccc3[N+](=O)[O-])C2=O)cc1
  RNase H inhibition = 9%
70) COc1ccc(C2C(C(=O)OCCc3ccccc3)=C(C)NC3=C2C(=O)CCC3)c(OC)c1 (stereo unspecified)
  RNase H inhibition = 4%
71) COc1ccc(C(=O)/C=C/c2c(Cl)cccc2Cl)cc1
  RNase H inhibition = 25%
72) CC1=C(C)CC2C(=O)N(c3ccccc3[N+](=O)[O-])C(=O)C2C1 (stereo unspecified)
  RNase H inhibition = 15%
73) Cc1cccc(NC(=O)C(=O)NCC2CCCO2)c1C (stereo unspecified)
  RNase H inhibition = 13%
74) O=C1C(=O)N(Cc2ccccc2)C(c2ccc([N+](=O)[O-])cc2)/C1=C(/O)c1ccccc1 (stereo unspecified)
  RNase H inhibition = 4%
75) Cc1cc(/C=C2\SC(=S)NC2=O)c(C)n1C
  RNase H inhibition = 22%

Reprinted, compounds 52 to 75
52) O=C(NC(=S)Nc1ccc(F)cc1)c1cc(I)ccc1Cl
  RNase H inhibition = 9%
53) Cc1ccc(S(=O)(=O)N(CC(=O)Nc2cc(Cl)ccc2C)c2ccccc2)cc1
  RNase H inhibition = 14%
54) CCc1ccccc1NC(=O)CN(c1ccc(Br)cc1)S(=O)(=O)c1ccccc1
  RNase H inhibition = 8%
55) COc1cc(C)ccc1OCCOCCOc1ccc(F)cc1
  RNase H inhibition = 8%
56) Cc1cccc(OCCOc2ccc(/C=C3/C(=N)N4N=C(c5ccccc5)SC4=NC3=O)cc2)c1
  RNase H inhibition = 3%
57) COc1ccc(C2/C(=C(\O)c3ccccc3)C(=O)C(=O)N2CCO)cc1OC (stereo unspecified)
  RNase H inhibition = 0%
58) O=[N+]([O-])c1ccccc1/C=N/Nc1nc2ccccc2s1
  RNase H inhibition = 0%
59) CS(=O)(=O)Oc1ccc2c(-c3ccccc3)cc(=O)oc2c1
  RNase H inhibition = 7%
60) CC(=O)Nc1ccc(N2C(=O)c3ccc(C(=O)c4cccc([N+](=O)[O-])c4)cc3C2=O)cc1
  RNase H inhibition = 15%
61) COc1cc(NC(=O)c2cc3nc(-c4ccc5c(c4)OCO5)cc(C(F)(F)F)n3n2)c(OC)cc1Cl
  RNase H inhibition = 11%
62) CCOC(=O)c1sc(NC(=O)/C=C/c2cccc([N+](=O)[O-])c2)c(C(=O)OCC)c1C
  RNase H inhibition = 6%
63) COc1cc(C=C(C#N)C#N)c([N+](=O)[O-])cc1OC
  RNase H inhibition = 5%
64) Cc1ccc2nc(/C(C#N)=C/c3ccc(O)c([N+](=O)[O-])c3)[nH]c2c1
  RNase H inhibition = 0%
65) O=C(NC(=S)Nc1cc(-c2nc3ccccc3o2)ccc1Cl)c1cccc(Br)c1
  RNase H inhibition = 46%
66) CC(C)(C)c1cc(CCCC#N)cc(C(C)(C)C)c1O
  RNase H inhibition = 3%
67) COc1ccc(NC(=O)C2C3CCC(C3)C2C(=O)O)cc1OC (stereo unspecified)
  RNase H inhibition = 2%
68) CN(C)CCCNC(=O)CCc1ccccc1
  RNase H inhibition = 8%
69) Cc1ccc(/C=C2/SC(=S)N(CCC(=O)Nc3ccccc3[N+](=O)[O-])C2=O)cc1
  RNase H inhibition = 9%
70) COc1ccc(C2C(C(=O)OCCc3ccccc3)=C(C)NC3=C2C(=O)CCC3)c(OC)c1 (stereo unspecified)
  RNase H inhibition = 4%
71) COc1ccc(C(=O)/C=C/c2c(Cl)cccc2Cl)cc1
  RNase H inhibition = 25%
72) CC1=C(C)CC2C(=O)N(c3ccccc3[N+](=O)[O-])C(=O)C2C1 (stereo unspecified)
  RNase H inhibition = 15%
73) Cc1cccc(NC(=O)C(=O)NCC2CCCO2)c1C (stereo unspecified)
  RNase H inhibition = 13%
74) O=C1C(=O)N(Cc2ccccc2)C(c2ccc([N+](=O)[O-])cc2)/C1=C(/O)c1ccccc1 (stereo unspecified)
  RNase H inhibition = 4%
75) Cc1cc(/C=C2\SC(=S)NC2=O)c(C)n1C
  RNase H inhibition = 22%

(next part)
76) O=C1/C(=C\c2ccc(Cl)cc2)SC(=S)N1Cc1ccccc1
  RNase H inhibition = 12%
77) COc1ccc(OCC(=O)Nc2ccc(OC)c(OC)c2)cc1
  RNase H inhibition = 22%
78) CC1(C)CC(=O)C=C(NN2CCOCC2)C1
  RNase H inhibition = 1%
79) Cc1onc(-c2ccccc2Cl)c1C(=O)Nc1cccc(C(=O)O)c1
  RNase H inhibition = 6%
